Bioassay records deposited in PubChem by Broad Institute.
CASP6 VEID inh – caspase-6 (human) enzyme inhibition; AID 686996; P55212; 0.53% of 350,000 active; purified caspase-6, Z-VEID-R110 cleavage fluorescence; inhibition, % at 12.5 µM;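 active = mean inhibition across replicates at least about 35%, with every replicate also reaching that limit, limit read from the data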;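 note: 0% = median of neutral control wells and 100% = no fluorescence left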
Target sequence (P55212 24-179 limits assumed): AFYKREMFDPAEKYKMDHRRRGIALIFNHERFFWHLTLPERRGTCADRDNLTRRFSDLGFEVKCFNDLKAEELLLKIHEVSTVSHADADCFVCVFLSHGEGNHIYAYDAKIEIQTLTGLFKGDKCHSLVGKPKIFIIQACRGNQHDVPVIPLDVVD
Target sequence (P55212 194-293 limits assumed): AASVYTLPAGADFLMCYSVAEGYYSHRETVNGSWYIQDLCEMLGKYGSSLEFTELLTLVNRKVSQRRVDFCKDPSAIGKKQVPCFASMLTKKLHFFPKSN
DENV2 CPE rescue – protects cells from dengue virus 2 cytopathic effect | CPE inhibition, % at 9.99 µM | DENV2-infected cells, cytopathic effect rescue, plate reader | 1.7% of 350,000 active; in the data active = CPE inhibition above about 20%, passing the limit was not always enough; tested in BHK-21 cells;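 note: 0% = median of neutral control wells and 100% = median of positive control wells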
ERAP1 inh – ERAP1 (human) enzyme inhibition. recombinant ERAP1, Leu-AMC fluorescence, 60 min. inhibition, % at 10.7 µM. 0.15% of 340,000 active. AID 652197;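 active = mean replicate inhibition of at least 30%, or all replicates individually reaching that 30% level; inactive = mean below 30% and not every replicate reaching it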;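 note: 0% = neutral control wells and 100% = L-leucinethiol positive control wells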
miR122 inh – inhibitors of miR-122 in Huh7 cells; AID 602342; 0.3% of 340,000 active; Huh7 miR-122 Renilla luciferase sensor, 48 h; neutral wells = 0, positive control = 100; activation (reporter increase), % at 12.5 µM;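 active = mean replicate activation score at least 90 and every replicate individually at or above 90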;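 note: higher luciferase means less miR-122 activity so hits act as miR-122 inhibitors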
SIRT5 block – inhibitors of human sirtuin-5 desuccinylase. Q9NXA8. AID 652115. Purified SirT5, succinyl-peptide AMC, trypsin-coupled fluorescence. 1.1% of 330,000 active. inhibition, % at 15 µM; in the data active = inhibition above about 15%
Target sequence (Q9NXA8 whole entry, looked up): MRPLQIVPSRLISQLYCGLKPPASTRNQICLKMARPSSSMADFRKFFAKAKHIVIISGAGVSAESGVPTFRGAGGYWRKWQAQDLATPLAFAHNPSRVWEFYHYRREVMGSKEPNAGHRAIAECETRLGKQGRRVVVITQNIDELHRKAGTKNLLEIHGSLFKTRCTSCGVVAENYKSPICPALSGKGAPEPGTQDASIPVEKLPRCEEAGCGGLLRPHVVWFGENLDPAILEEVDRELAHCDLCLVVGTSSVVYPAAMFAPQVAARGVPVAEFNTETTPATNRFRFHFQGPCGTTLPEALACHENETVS
F508del corr – CFTR F508del correction in bronchial cells; activity (quench increase), % at 7.58 µM; CFBE cells, YFP halide quenching; stimulated with forskolin plus potentiator P3; % fluorescence drop versus neutral controls; 0.36% of 350,000 active; AID 720511;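 active = mean added fluorescence quench of at least 8% versus neutral control, with both replicates also reaching 8%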;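 note: cells transiently co-express mutant CFTR-F508del with the halide-sensitive YFP; corrector assay measuring rescue of mutant channel to the surface after 24 h compound exposure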
ERp5 inh – ERp5 (human) disulfide isomerase inhibition; Q15084; ERp5 insulin aggregation, absorbance 650 nm, 90 min; inhibition, % at 9.99 µM; 0.05% of 350,000 active;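 active = mean replicate inhibition above about 25%, with every replicate also reaching it, limit read from the data, passing the limit was not always enough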
Target sequence (Q15084 whole entry, looked up): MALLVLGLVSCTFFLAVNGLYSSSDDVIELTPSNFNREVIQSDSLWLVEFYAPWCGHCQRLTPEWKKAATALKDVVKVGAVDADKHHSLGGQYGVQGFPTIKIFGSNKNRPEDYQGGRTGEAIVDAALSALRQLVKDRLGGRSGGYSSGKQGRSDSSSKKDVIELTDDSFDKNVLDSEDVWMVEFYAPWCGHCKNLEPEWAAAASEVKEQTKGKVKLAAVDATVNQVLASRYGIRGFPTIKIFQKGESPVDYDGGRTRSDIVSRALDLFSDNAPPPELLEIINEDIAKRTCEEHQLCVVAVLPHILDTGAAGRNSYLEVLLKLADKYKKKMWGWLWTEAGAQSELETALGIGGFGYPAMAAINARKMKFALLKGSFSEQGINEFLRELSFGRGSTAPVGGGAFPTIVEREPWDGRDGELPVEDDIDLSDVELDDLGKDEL
* = called active by the depositor; x = not tested or not shown; [ ] = dose if it differs, or a comment.

SMILES	CASP6 VEID inh	DENV2 CPE rescue	ERAP1 inh	miR122 inh	SIRT5 block	F508del corr	ERp5 inh
CCCN(C)C[C@H]1Oc2ncc(-c3cccc(C#N)c3)cc2C(=O)N([C@@H](C)CO)C[C@@H]1C	-1	-5	1	11[16.7 µM]	-2	0.6	0
COc1ccccc1S(=O)(=O)N[C@@H]1C=C[C@@H](CC(=O)N2CCOCC2)O[C@@H]1CO	1	-2	4	x	1	0.1	-3
COc1cc(NC(=O)c2ccccc2C)c(OC)cc1NC(=O)CN1CCOCC1	0	9	-1	6	-1	1.6	0
CC(C)NC(=O)N[C@H]1CC[C@H](CC(=O)O)O[C@H]1CO	1	-1	-1	10[16.7 µM]	5	-0.6	1
Cc1ccc(C(=O)NC(=S)Nc2ccc(N3CCN(C(=O)c4ccco4)CC3)cc2)cc1	2	3	-3	-6	7	1.1	13
Cc1ccc(NC(=O)CN2C(=O)c3ccccc3C2=O)cc1	-1	2	4	x	x	4.1	1
COc1cccc(C(=O)/C=C/c2ccc(SC)cc2)c1	4	8	-3	-8	13	-1.5	1
O=C(Cn1cc(C(F)(F)F)ccc1=O)N/N=C/c1ccc(Cl)cc1	0	-3	-5	x	0	0.1	3
Cc1cc(C)c(NC(=O)c2cccc(NC(=O)c3ccco3)c2)c(C)c1	1	2	-1	3	-4	-1.8	0
O=C(C1CCCC1)N1CCCCN2[C@H](CO)[C@@H](c3ccc(C#CC4(O)CCCC4)cc3)[C@H]2C1	0	4	4	-28[16.7 µM]	5	-3.7	0
CC(=O)c1ccc(NC(=O)CSc2ccc3nnc(-c4ccccn4)n3n2)cc1	2	-3	0	x	0	-2.2	3
CC(CNC(=O)[C@H]1O[C@@H](n2cnc3c(=O)[nH]c(N)nc32)[C@H](O)[C@@H]1O)c1ccccc1 (stereo not given in full)	3	68*	0	x	0	0.0	6
Cn1cnc(S(=O)(=O)N2C[C@H](O)COC[C@H]3O[C@@H](CC(=O)NCc4cccc(F)c4)CC[C@@H]32)c1	x	9	x	3[16.7 µM]	x	1.2	x
COc1cc(/C=C2/CCCC(C(=O)C(F)(F)F)=C2O)ccc1O	10	9	1	-15	-19	2.2	7
Cn1c(SCCC#N)nnc1-c1ccccc1F	-1	-1	1	-3	-4	-2.7	-2
CN(C)C(=O)c1ccc(-c2ccc([C@H]3[C@H](C#N)N(C(=O)C4CC4)[C@H]3CO)cc2)cc1	1	16	5	x	1	0.5	2
CCC(=O)N1CC(=O)N2[C@@H](CO)[C@@H](c3ccc(C#CCC(C)C)cc3)[C@@H]2C1	x	13	x	x	4	1.3	-6
CC(=O)CC1=NC(C)(C)Cc2ccccc21	3	5	-1	1	0	1.3	-1
O=C(Nc1ccc(N2CCCC2)cc1)c1cc(Br)ccc1Cl	-9	1	14	-5	0	0.3	-25
COC(=O)c1c(NC(=O)c2nc3ccccc3s2)sc2c1CC(C)(C)NC2(C)C	-3	-1	x	-5	x	-3.3	20
O=C(OCc1cc([N+](=O)[O-])cc2c1OCOC2)c1ccc2ccccc2n1	-2	1	4	x	3	1.5	4
NC(=O)NC(=O)COC(=O)/C=C/c1cccc(Br)c1	1	-3	0	x	-4	-1.3	5
CCCN1CCN(C(=O)c2ccc(CS(=O)c3ccc(Br)cc3)o2)CC1 (stereo not given)	-6	-1	6	-3	x	-0.3	-10
CC1CCC2(CC1)NC(=O)N(CC(=O)Nc1ccc3c(c1)OCCCO3)C2=O (stereo not given)	-3	7	3	x	6	0.0	-3
COc1cc(OC)c(OC)cc1/C=C1\SC(N2CCCCC2)=NC1=O	0	-3	-2	0	3	-2.5	0
CCn1ncc([N+](=O)[O-])c1C(=O)Nc1nc2cccc(C)c2s1	-2	9	-3	x	1	x	0
O=C(CCN1CCCCC1)N[C@@H]1CC[C@H](CCNC(=O)c2cc(Cl)cc(Cl)c2)O[C@@H]1CO	-4	-2	-1	x	0	-2.9	1
COc1ccc(NC(=O)N[C@H]2CC[C@H](CCn3cc(-c4ccccc4)nn3)O[C@H]2CO)cc1	-1	2	0	x	1	0.7	-1
COc1ccc(/C=C(/NC(=O)c2ccccc2)C(=O)NC2CCS(=O)(=O)C2)cc1 (stereo not given)	1	3	0	-2	9	0.3	6
OC[C@@H]1[C@@H](c2ccc(Cl)cc2)C(c2cccc(Cl)c2)=NN1c1ccccc1	2	9	9	1	-9	2.2	10
CCOC(=O)c1c(C)c(-c2ccccc2)n(CC(=O)N2CCN(C)CC2)c1C	-16	8	3	6	-2	0.2	9
COc1ccc(CNC(=O)CN(C(=O)c2csnn2)c2ccc(C(C)=O)cc2)cc1	-3	-2	2	x	3	2.0	-2
COc1cc(-c2cc(N)n(S(=O)(=O)c3ccccc3)n2)cc(OC)c1OC	7	-1	-3	6	-3	1.5	1
Cc1cc(C)cc(C(O)c2ncc(-c3cccc(F)c3)[nH]2)c1 (stereo not given)	3	6	-1	29	-1	2.4	-3
c1cc2c3c(cccc3c1)NC1(CCC3(CC1)Nc1cccc4cccc(c14)N3)N2	-2	-2	-5	-4	-4	-1.2	0
C=CCn1c(=NC(=O)C2CC2)sc2cc(NC(C)=O)ccc21	-3	-5	3	8	-3	1.9	1
CC(C)c1ccc(CC(=O)N2CCC2(C)C(=O)Nc2ccc3c(c2)OCCO3)cc1 (stereo not given)	2	7	4	6	-2	0.1	2
Fc1cccc(F)c1-c1nc(-c2ccncc2)no1	x	-4	-5	x	20*	-3.1	2
C[C@H](CO)N1C[C@H](C)[C@H](CN(C)Cc2ccc(-c3ccccc3)cc2)Oc2c(NS(=O)(=O)c3ccc(F)cc3)cccc2C1=O	x	1	-1	-5[16.7 µM]	11	1.5	6
CO[C@@H]1CN(C)C(=O)c2cc(NC(=O)Nc3cccc(F)c3)ccc2OC[C@H](C)N(C(=O)Nc2c(C)noc2C)C[C@@H]1C	0	-7	-1	x	-1	0.3	3
COCCN1C(=O)CSCC1(C)C(=O)NCc1ccccc1 (stereo not given)	-2	-16	0	x	-4	0.6	-5
Cc1noc(C)c1NC(=O)N(C)C[C@H]1OCCCC[C@@H](C)Oc2ccc(N(C)C)cc2C(=O)N([C@@H](C)CO)C[C@@H]1C	1	7	-1	2[16.7 µM]	-1	0.3	2
C=CCN1C(=O)c2ccc(C(=O)N3CCC(C(=O)OCC)CC3)cc2C1=O	2	4	3	1	-2	2.0	0
COc1ccc(C(=O)C2CCCN(C3Cc4ccccc4C3)C2)c(OC)c1 (stereo not given)	5	-7	-3	-11	-2	-2.9	-2
CO[C@@H]1CN(C)C(=O)c2ccc(NC(=O)c3cnccn3)cc2OC[C@@H](C)N(CCc2ccccc2)C[C@H]1C	1	x	-5	x	6	-0.3	-1
CCc1ccc(C(=O)N/N=C(\C)c2cccnc2)s1	-5	-6	2	1	-2	0.0	2
COc1ccccc1-n1cnc2cc(C(=O)N3CCOCC3)ccc21	6	-5	-1	11	-2	-0.5	6
COc1ccc(C(=O)NC(=S)Nc2cc3oc4ccccc4c3cc2OC)cc1	-8	x	-4	x	-1	-2.3	10
Cc1cccc(NC(=O)Nc2ccc3c(c2)CCC3)c1	-1	-4	1	x	0	-0.3	0
Cc1noc(C)c1NC(=O)N(C)C[C@H]1Oc2ccc(NC(=O)CCCCCC(=O)Nc3ccccc3N)cc2CC(=O)N([C@@H](C)CO)C[C@H]1C	-1	4	-2	1[16.7 µM]	-2	0.7	-7
COc1ccccc1CN(C)CC(=O)NC1CCCc2ccccc21 (stereo not given)	2	5	2	x	2	1.2	-5
CCCOc1ccc(-c2c(C(=O)N/N=C/c3ccccc3)nnn2-c2nonc2N)cc1	-1	1	-1	x	0	1.2	-8
Cc1ccc(C(=O)OCC(=O)N(C)C2CCS(=O)(=O)C2)cc1S(=O)(=O)N1CCCCC1 (stereo not given)	-1	3	0	0	-2	-1.3	7
CCCNC(=O)c1nc(C)n(-c2cc(Cl)cc(Cl)c2)n1	1	1	5	x	6	2.0	-2
C[C@@H]1CCCCO[C@@H](CN(C)Cc2ccc(C(F)(F)F)cc2)[C@H](C)CN([C@H](C)CO)C(=O)c2cc(NS(=O)(=O)c3cccs3)ccc2O1	3	-5	2	-7[16.7 µM]	8	2.5	-1
C[C@@H]1CN([C@H](C)CO)C(=O)c2cc(-c3ccc(C(=O)N(C)C)cc3)cnc2O[C@H]1CN(C)C(=O)CN(C)C	1	9	-1	1[16.7 µM]	-1	-1.8	-3
CCN(CC(=O)Nc1ccc(NC(C)=O)cc1)C(=O)Cc1ccc(Cl)c(Cl)c1	0	3	-1	4	-1	1.9	0
O=[N+]([O-])c1cccc(CN2CCC(Cc3ccccc3)CC2)c1	-2	4	0	7	-3	0.4	-3
O=C(O)c1cccc(NC(=O)c2cn(-c3ccccc3)nc2-c2ccncc2)c1	3	2	-36	5	-3	x	3
CCC(=O)c1c[nH]c(C(=O)N2CCOCC2)c1	-1	-2	2	-8	1	-3.3	-4
Next part.
SMILES	CASP6 VEID inh	DENV2 CPE rescue	ERAP1 inh	miR122 inh	SIRT5 block	F508del corr	ERp5 inh
O=S(=O)(c1ccc(Cl)s1)N1CCN(c2ncccn2)CC1	-2	-1	-1	2	-10	-0.8	3
Cc1ccc2c(c1)N(CC(=O)Nc1c(C)cccc1C)C(=O)c1cccnc1O2	2	0	-3	-2	-3	-2.6	x
C[C@@H]1CN([C@H](C)CO)C(=O)c2cc(NS(=O)(=O)c3ccc(Cl)cc3)ccc2O[C@H]1CN(C)Cc1ccc(C(=O)O)cc1	2	-10	-1	-5[16.7 µM]	-4	1.0	2
COc1ccc(C(=O)Nc2ccc3nc(N4CCN(C)CC4)cc(C)c3c2)c(OC)c1	-111	-1	2	-14	-1	3.8	2
CCCCn1c2c(c3ccccc31)CCc1nonc1-2	-1	2	-2	1	-3	-0.3	3
CCOC(=O)CNC(=O)CSc1ccc2nnc(-c3ccc(F)cc3)n2n1	2	-3	3	x	2	-1.7	-3
CCOc1ccc(/C=C2\CCC(C3CCCC3)C2=O)cc1OC (stereo not given)	2	18	-1	x	-6	-1.9	-2
FC(F)Oc1ccc(NC(=S)NCCc2ccccn2)cc1	-1	5	-8	12	11	-3.5	-4
CC(C)NC(=O)N(C)C[C@@H]1Oc2c(NC(=O)C3CCOCC3)cccc2C(=O)N([C@H](C)CO)C[C@H]1C	-2	-9	0	-7[16.7 µM]	-2	-1.3	1
Cc1ccc(S(=O)(=O)N(C)C[C@H]2OCCCC[C@H](C)Oc3ccc(NC(=O)CCC(F)(F)F)cc3C(=O)N([C@@H](C)CO)C[C@H]2C)cc1	1	5	0	5[16.7 µM]	5	-2.0	3
O=C(Nn1c(-c2ccccc2)nc2ccccc2c1=O)c1ccc([N+](=O)[O-])cc1	3	-6	-3	4	-3	x	2
Cc1cc(=O)oc2c3c(cc(OCC(=O)NCCC(=O)O)c12)OC(C)(C)CC3	2	6	4	-21	-51	1.0	-1
O=C(CN1CCOCC1)NN=C(c1ccccc1)c1ccccc1	0	2	2	x	2	-0.1	-5
CCC1CCCCN1CCCNC(=O)Cn1cc2c(n1)-c1c(oc(C(=O)N3CCCC3)c1C)CC2 (stereo not given)	-15	4	2	0	0	-0.5	1

Single records, as listed above.
C[C@@H]1CN([C@H](C)CO)C(=O)c2cc(NS(=O)(=O)c3ccc(Cl)cc3)ccc2O[C@H]1CN(C)Cc1ccc(C(=O)O)cc1 reads CASP6 VEID inh = 2; DENV2 CPE rescue = -10; ERAP1 inh = -1; miR122 inh = -5[16.7 µM]; SIRT5 block = -4; F508del corr = 1.0; ERp5 inh = 2
O=C(CN1CCOCC1)NN=C(c1ccccc1)c1ccccc1 reads CASP6 VEID inh = 0; DENV2 CPE rescue = 2; ERAP1 inh = 2; miR122 inh = x; SIRT5 block = 2; F508del corr = -0.1; ERp5 inh = -5
CC(C)NC(=O)N(C)C[C@@H]1Oc2c(NC(=O)C3CCOCC3)cccc2C(=O)N([C@H](C)CO)C[C@H]1C reads CASP6 VEID inh = -2; DENV2 CPE rescue = -9; ERAP1 inh = 0; miR122 inh = -7[16.7 µM]; SIRT5 block = -2; F508del corr = -1.3; ERp5 inh = 1

Sorted by heavy-atom count (falling): part of the list above
SMILES	CASP6 VEID inh	DENV2 CPE rescue	ERAP1 inh	miR122 inh	SIRT5 block	F508del corr	ERp5 inh
COc1ccc(C(=O)Nc2ccc3nc(N4CCN(C)CC4)cc(C)c3c2)c(OC)c1	-111	-1	2	-14	-1	3.8	2
O=C(Nn1c(-c2ccccc2)nc2ccccc2c1=O)c1ccc([N+](=O)[O-])cc1	3	-6	-3	4	-3	x	2
O=S(=O)(c1ccc(Cl)s1)N1CCN(c2ncccn2)CC1	-2	-1	-1	2	-10	-0.8	3

Compounds were not picked by outcome (roughly 4% active in at least one column).
